# STK33 kinase inh = inhibitors of purified STK33 kinase, primary screen, biochemical, ADP-Glo luminescence, homogeneous, cell-free. inhibition, % at 10 µM. AID 2661, 2010. hit rate 0.073% among 320,000. MBP phosphorylation;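 active = inhibition at or above 25%, using the most active replicate where run in duplicate; inactive = inhibition below 25%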
# Target sequence (Q9BYT3 whole entry, looked up): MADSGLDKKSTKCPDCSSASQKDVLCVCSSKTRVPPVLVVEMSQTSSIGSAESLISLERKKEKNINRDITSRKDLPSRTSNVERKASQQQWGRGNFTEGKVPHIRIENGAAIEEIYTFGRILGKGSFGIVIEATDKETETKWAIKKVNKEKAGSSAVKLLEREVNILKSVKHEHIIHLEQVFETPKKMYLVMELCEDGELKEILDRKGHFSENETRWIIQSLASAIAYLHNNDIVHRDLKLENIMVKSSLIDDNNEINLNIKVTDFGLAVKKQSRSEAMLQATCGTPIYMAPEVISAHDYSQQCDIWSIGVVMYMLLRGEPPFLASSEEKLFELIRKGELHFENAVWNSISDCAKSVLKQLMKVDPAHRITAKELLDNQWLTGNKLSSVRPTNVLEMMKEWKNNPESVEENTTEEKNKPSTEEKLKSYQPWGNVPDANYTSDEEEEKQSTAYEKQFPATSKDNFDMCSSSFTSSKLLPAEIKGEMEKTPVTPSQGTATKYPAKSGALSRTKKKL
# OX1R FRET antag = antagonists of human orexin 1 receptor (OX1R); OX1R-expressing cells, FRET antagonist read-out; Orexin/Hypocretin receptor type 1 (Homo sapiens), O43613; inhibition, % at 6.6 µM; hit rate 1.8% among 330,000; in the data active = inhibition mostly above about 38%, no sharp cut-off; inactive = mostly below about 40%;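 also: 0% = agonist challenge alone and 100% = reference antagonist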
# Target sequence (O43613 whole entry, looked up): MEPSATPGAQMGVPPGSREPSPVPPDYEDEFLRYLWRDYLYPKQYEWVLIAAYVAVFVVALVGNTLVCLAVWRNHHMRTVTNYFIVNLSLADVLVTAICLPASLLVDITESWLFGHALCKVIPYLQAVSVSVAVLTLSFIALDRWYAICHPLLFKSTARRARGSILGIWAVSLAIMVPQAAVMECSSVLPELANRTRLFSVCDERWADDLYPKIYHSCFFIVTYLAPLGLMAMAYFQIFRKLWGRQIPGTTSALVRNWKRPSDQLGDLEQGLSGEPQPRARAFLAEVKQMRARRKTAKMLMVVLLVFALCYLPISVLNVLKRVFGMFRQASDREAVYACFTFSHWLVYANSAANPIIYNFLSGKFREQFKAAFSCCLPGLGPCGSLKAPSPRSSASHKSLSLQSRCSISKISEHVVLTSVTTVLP
# Starred values were filed as active, the others as inactive; nt = not tested or not shown. An excerpt; the hit share may differ from the screen's.
# Below each SMILES – STK33 kinase inh	OX1R FRET antag
- COc1cc(/C=C2/C(=O)NC(=O)N(c3ccccc3)C2=O)ccc1O
  1.1	14
- CCCC[N+]12C3C[C@H](C4[C@H](O)[C@]5(C[C@@H]41)c1ccccc1N(C)[C@@H]35)[C@H](CC)[C@H]2O (stereo partly drawn)
  -0.3	-7
- CCCCn1c(O)c(C(C)=NCc2cccnc2)c(=O)[nH]c1=O
  0.2	10
- COC(=O)C1=CO[C@@H](C)[C@@H]2CN(CCc3c[nH]c4ccccc34)CC[C@H]12
  -1.6	6
- Cc1cc(/C=C2\C(=O)NC(=O)N(c3cccc(F)c3)C2=O)c(C)n1-c1cc(C(=O)O)cc(C(=O)O)c1
  0.5	9
- COC(=O)C1C2c3ccccc3OC1(C)N=c1s/c(=C/c3cnn(C)c3)c(=O)n12 (stereo not drawn)
  -0.6	13
- CCC1=C(C)C(N2CCOCC2)=NP(N2CCOCC2)(N2CCOCC2)=N1
  -0.9	14
- COC(=O)C1=C(c2cccc(OC)c2OC)C[C@@H]2CC[C@H]1N2C(=O)NCc1ccco1
  -1.0	8
- Cc1cc(OC(C)C(=O)NCC(O)c2ccccc2)c2c3c(c(=O)oc2c1)CCC3 (stereo not drawn)
  0.0	15
- O=C(O)Cn1cc(/C=C2\C(=O)NC(=O)N(c3ccc(Cl)cc3)C2=O)c2ccccc21
  0.2	-5
- Cc1ccc(C)c(NC(=O)CCNC(=O)N2C[C@H]3C[C@@H](C2)c2cccc(=O)n2C3)c1
  -0.2	14
- COc1ccc(CNCCc2c[nH]c3ccccc23)cc1OC
  -0.5	-9
- N#CC(CCN1CCOCC1)(c1ccccc1)c1ccccc1
  -2.3	22
- Cc1cc(N2C(=O)C3CCCN3C2c2ccccc2)no1 (stereo not drawn)
  -0.7	23
- Cc1ccc2[nH]c(=S)n(-c3cccnc3)c(=O)c2c1
  -1.1	6
- Cc1cc(NC(=O)CCl)no1
  -0.7	8
- COc1cc2c(cc1C=O)OCO2
  -1.4	14
- C=Cn1ccnc1P(=S)(c1nccn1C=C)C1CCCCC1
  -0.5	8
- CCC(=NCCCN1CCOCC1)c1c(O)n(Cc2ccccc2)c(=O)[nH]c1=O
  -1.1	11
- COc1c(C)cc(C(=O)C2CCCN(Cc3cccc(O)c3)C2)cc1C (stereo not drawn)
  1.6	31
- CCCCNc1ccncc1S(=O)(=O)NC(=O)NC(C)C
  -0.6	12
- O=c1c2ccccc2nc(/C=C/c2ccc3c(c2)OCO3)n1-c1ccccc1
  -0.5	8
- O=c1ccc2c(O)c3ccoc3cc2o1
  nt	25
- O=Cc1cn(Cc2ccc(Br)cc2)c2ccccc12
  0.0	2
- Cc1nc2ccsc2c(=O)n1-c1ccccc1Cl
  -1.4	22
- CCCCn1c(=O)c(C=Nc2cc([N+](=O)[O-])ccc2OC)c(O)n(CCCCl)c1=O
  0.7	38
- CCC(C)C12CN3CCN(CC(C)(C3)C1=O)C2 (stereo not drawn)
  -1.2	-2
- CCN1C[C@@]2(COC)C3[C@@H](OC)[C@H]4[C@@H]1[C@@]3(C1C[C@H]3[C@H](O)C1[C@]4(O)C[C@H]3OC)[C@@H](OC)C[C@H]2O (stereo partly drawn)
  -1.4	8
- C=CCn1c(O)c(/C=N/N2CCCCC2)c(=O)[nH]c1=O
  -0.3	3
- CCn1c(O)c(C=Nc2ccc(N3CCOCC3)c(Br)c2)c(=O)n(CC)c1=S
  -1.9	9

# Going on with the list:
# Below each SMILES – STK33 kinase inh	OX1R FRET antag
- Cc1ccccc1CN1CCNCC1
  -0.9	11
- CCCc1nc2ccccc2c(=O)n1-c1ccc(O)cc1
  -0.8	18
- Clc1ccccc1C1=NCc2nncn2-c2sc(Br)cc21
  0.1	22
- Cn1nc(N)c2c1N=P(N1CCOCC1)(N1CCOCC1)N=C2c1ccccc1
  -4.0	5
- O=C(c1ccc2c3c(cccc13)CC2)C1CCCN(CC2CC2)C1 (stereo not drawn)
  0.0	16
- CC(=O)c1ccc2c(c1)C1C(Cl)C(Sc3ccccc3[N+](=O)[O-])CC1C(c1ccccc1)N2 (stereo not drawn)
  0.2	45
- COC(=O)C1=C(c2ccc(-c3ccccc3)c(F)c2)C[C@@H]2CC[C@H]1N2C(=O)N1CCC(O)CC1
  1.0	3
- CCC(=O)CC(c1ccc([N+](=O)[O-])cc1)c1c(O)c2ccccc2oc1=O (stereo not drawn)
  -0.9	54
- CN1CCN(c2nc(Cl)ncc2F)CC1
  -0.9	34
- CCOCCN1CCN(c2nnc3n2-c2ccc(Cl)cc2C(c2ccccc2Cl)=NC3)CC1
  1.2	0
- COc1ccc(CCNC(=O)COC(=O)Cc2ccccc2)cc1
  0.5	37
- C=C(C)[C@H]1CN[C@H](C(=O)O)[C@H]1CC(=O)O
  0.8	12
- O=C(COC(=O)Cc1ccccc1)NC12CC3CC(CC(C3)C1)C2
  -0.6	15
- Cc1cccc(CN(C)C)c1OC(=O)N(C)C
  -2.5	13
- COC(=O)C1=C(c2ccc(-c3ccccc3)c(F)c2)C[C@@H]2CC[C@H]1N2C(=O)NC1CC1
  -0.1	8
- CCOc1ccc(N=Cc2c(O)n(Cc3ccccc3)c(=S)[nH]c2=O)cc1
  -1.4	6
- Cc1cc(-c2ccccc2)cc(C)[n+]1Cc1ccccc1
  -0.3	6
- CC(C)(C)[C@]1(O)C[C@@H]2OC(=O)C[C@@]23C(=O)O[C@@H]2OC(=O)[C@@H](O)C213 (stereo partly drawn)
  1.1	2
- Cc1ccc(N2C(=O)NC(=O)C(CCc3ccncc3)(Cc3cccc(Cl)c3Cl)C2=O)cc1 (stereo not drawn)
  -1.6	9
- O=C(c1ccc(C(F)(F)F)cc1)C1CCCN(Cc2ccncc2)C1 (stereo not drawn)
  -2.9	28
- CN1CC(C(=O)c2ccccc2)C(C(=O)c2ccccc2)C1 (stereo not drawn)
  -1.4	40
- NC(=O)CSc1nnc([C@@H](N)Cc2c[nH]c3ccccc23)o1
  -0.4	18
- CCCCCC(=O)N[C@@H](c1ccccc1)[C@@H](O)C(=O)O[C@H]1C[C@@]2(O)[C@@H](OC(=O)c3ccccc3)C3[C@](C)(C(=O)[C@H](O)C(=C1C)C2(C)C)[C@@H](OC1OCC(O)C(O)C1O)C[C@H]1OC[C@@]31OC(C)=O (stereo partly drawn)
  -0.9	16
- CC1(C)CC(=O)C=C(NCCN2CCN(C(=O)Cc3ccc(Cl)cc3)CC2)C1
  0.8	12
- COc1ccc(C(=O)N/N=C/C23CC[C@@H](O)CC2(O)CC[C@@H]2[C@@H]3CCC3(C)C(C4=CC(=O)OC4)CCC23O)cc1 (stereo partly drawn)
  2.0	4
- COc1ccc(-n2nc(C(=O)NCC(=O)N3CCC4(CC3)OCCO4)c3ccccc3c2=O)cc1
  -0.8	29
- CN(C)C(=O)Oc1ccc2nnc3ccnn3c2c1
  1.9	36*
- Clc1ccccc1CN1CCNCC1
  0.2	1
- COc1cc(CC(=O)N2C[C@H]3C[C@@H](C2)c2cccc(=O)n2C3)cc(OC)c1OC
  -1.0	0
- Cc1ccccc1-n1c(/C=C/c2ccccn2)nc2ccccc2c1=O
  1.1	4

# Some of the entries above in a different format:
> COc1cc(/C=C2/C(=O)NC(=O)N(c3ccccc3)C2=O)ccc1O
  STK33 kinase inh: 1.1	OX1R FRET antag: 14
> CCCC[N+]12C3C[C@H](C4[C@H](O)[C@]5(C[C@@H]41)c1ccccc1N(C)[C@@H]35)[C@H](CC)[C@H]2O (stereo partly drawn)
  STK33 kinase inh: -0.3	OX1R FRET antag: -7

# New compounds follow
# Below each SMILES – STK33 kinase inh	OX1R FRET antag
- C[C@]12CCC(=O)C[C@H]1CC[C@@H]1[C@@H]2CC[C@]2(C)[C@@H](O)CC[C@@H]12
  -0.5	13
- C#CC[N+]1(C)[C@@H]2CC[C@H]1CC(OC(=O)C(CO)c1ccccc1)C2 (stereo partly drawn)
  -0.9	1
- O=[N+]([O-])c1ccc(-[n+]2c(-c3ccccc3)cc(-c3ccccc3)cc2-c2ccccc2)cc1
  1.0	29
- CC1=C(C/C(C)=C/c2ccccc2)/C(=C/CO)[C@@H]2OC(=O)O[C@]2(C)C12CC2
  0.2	28
- CC[n+]1c(/C=C/N(C)c2ccccc2)sc2ccc(Cl)cc21
  0.3	5
- COc1ccc(Cc2c(O)[nH]c(=O)[nH]c2=O)c(OC)c1
  -0.9	6
- COC(=O)C1=C(c2cc3ccccc3o2)C[C@@H]2CC[C@H]1N2C(=O)NC(C)C
  -1.0	22
- CC(=O)Nc1ccccc1C(=O)OCC(=O)c1ccc2c(c1)OCCO2
  -1.3	20
- Cc1ccc2c(c1)=C/C(=C\c1c(O)[nH]c(=S)[nH]c1=O)C(=O)N=2
  -5.0	43
- O=P(Nc1cccc(Cl)c1)(Oc1ccccc1)Oc1ccccc1
  6.2	30
- COCCNP(=O)(c1ccccc1)c1nc2ccccc2s1 (stereo not drawn)
  -0.8	10
- CCN1C[C@]2(COC(=O)c3ccccc3N)CC[C@H](OC)C34[C@@H]5C[C@H]6[C@H](OC)[C@@H]5[C@](O)(C[C@@H]6OC)[C@@](O)([C@H]13)[C@@H](OC)[C@@H]42
  -1.3	-8
- NCc1cc(=O)[nH]o1
  -0.4	10
- Cc1cc(N2C(=O)C3CCCN3C2c2ccc(Cl)c(Cl)c2)no1 (stereo not drawn)
  -1.1	21
- COC(=O)C1=C(c2ccccc2)C[C@@H]2CC[C@H]1N2C(=O)NCCCOC(C)C
  -0.1	17
- Cn1c(O)c(C=NC2CCCCC2)c(=O)[nH]c1=S
  -0.8	9
- CC(C)(C)N1Cc2ccccc2C1=N
  -3.8	2
- COC(=O)C1=C(C)OC(N)=C(C#N)C12C(=O)Nc1ccccc12 (stereo not drawn)
  -0.5	-2
- C#CC1(OC(=O)c2ccccc2)CC(C)N(C)CC1C (stereo not drawn)
  -0.7	nt
- Cc1cc(OC(C)C(=O)NCc2cccnc2)c2c3c(c(=O)oc2c1)CCC3 (stereo not drawn)
  1.6	11
- C[N+]1(C)C2CCC1CC(OC(=O)c1ccco1)C2 (stereo not drawn)
  1.4	9
- Cn1cccc1CNCCc1ccccc1F
  -2.9	6
- COC(=O)C1=C(c2cccc(C#N)c2)C[C@@H]2CC[C@H]1N2C(=O)NCc1ccc(F)cc1
  -0.9	2
- O=c1[nH]c(O)c(N=Nc2ccc([N+](=O)[O-])cc2)c(=O)[nH]1
  -0.9	89*
- O=c1[nH]c(=O)n(CCc2ccc(F)cc2)c(O)c1C=NCCCn1ccnc1
  4.0	30
- Cc1ccsc1C(=O)C1CCCN(Cc2ccc(-n3cccn3)cc2)C1 (stereo not drawn)
  -0.5	9
- CN(C)CC1CSCCC1(O)c1ccccc1 (stereo not drawn)
  0.1	1
- CN1C2CCC1C(C(=O)O)C(OC(=O)c1ccccc1)C2 (stereo not drawn)
  nt	1
- COCCNC(=O)c1ccc(N2CC3CC(C2)c2cccc(=O)n2C3)c([N+](=O)[O-])c1 (stereo not drawn)
  -0.9	24
- CC(=O)Nc1cc(C(=O)N2CCC3(CC2)OCCO3)ccc1Sc1ccc(C)cc1
  -1.9	17

# Random excerpt: two compounds from above, in no set order.
# Below each SMILES – STK33 kinase inh	OX1R FRET antag
- CN1C2CCC1C(C(=O)O)C(OC(=O)c1ccccc1)C2 (stereo not drawn)
  nt	1
- C#CC1(OC(=O)c2ccccc2)CC(C)N(C)CC1C (stereo not drawn)
  -0.7	nt

# Other entries
# Below each SMILES – STK33 kinase inh	OX1R FRET antag
- C[C@]12CC[C@@H]3c4ccc(O)c(O)c4CC[C@H]3[C@@H]1CC[C@@H]2O
  -0.6	13
- CCN1CCN(C(=O)COc2ccc(S(=O)(=O)N(C)Cc3ccccc3)cc2)CC1
  0.8	6
- Cn1c(C(=O)N2CCC3(CC2)OCCO3)cc2c(=O)n(C)c3ccccc3c21
  -0.8	3
- N=C1c2ccccc2CN1NC(=O)c1ccc(Cl)cc1
  -0.2	10
- CC(C)=CCN1CC[C@@]2(C)c3cc(O)ccc3CC1C2C (stereo partly drawn)
  nt	0
- CC(C)(C)n1c(O)c(C=Nc2ccc3c(c2)CCC3)c(=O)[nH]c1=O
  -0.3	27
- CC/C(=N\NC(=S)Nc1ccccc1)c1c(O)[nH]c(=O)[nH]c1=O
  -0.1	-2
- Cc1ccc(CN2CC3CC(C2)c2cccc(=O)n2C3)cc1 (stereo not drawn)
  -1.3	6
- CC(C)N(CC#CCC1(O)c2ccccc2-c2ccccc21)C(C)C
  -2.5	29
- CC(=NCc1cccnc1)c1c(O)n(-c2ccc(Cl)cc2)c(=O)[nH]c1=O
  0.2	10
- Cc1c(O)ccc(C(=O)CN2CC(C)OC(C)C2)c1O (stereo not drawn)
  0.5	7
- Cc1ccccc1-n1c(C)cc(/C=C2/C(=O)NC(=O)N(Cc3ccco3)C2=O)c1C
  nt	14
- COc1ccc(C(CNC(=O)CCc2ccsc2)N(C)C)cc1 (stereo not drawn)
  -2.2	8
- CC(C)CCNC(=O)c1cc(C(=O)c2cc(F)ccc2O)cn(CCC(C)C)c1=O
  -0.6	9
- CCCCCc1nc2ccccc2c(=O)n1-c1ccc(Cl)cc1[N+](=O)[O-]
  -0.4	11
- CC(C)[C@H]1C(=O)O[C@@H]2CCN3CC=C(COC(=O)[C@](C)(O)[C@]1(C)O)[C@H]23
  0.1	-4
- O=C(c1ccc(C(F)(F)F)cc1)C1CCCN(C2CCSCC2)C1 (stereo not drawn)
  -1.1	22
- Nc1cnn(-c2ccccc2)c(=O)c1Cl
  -1.3	7
- CC(C)CCOP(N)(=O)Oc1ccccc1 (stereo not drawn)
  -0.1	0
- CCC(=NCCCn1ccnc1)c1c(O)n(-c2ccc(OC)cc2)c(=O)[nH]c1=O
  -1.3	5
- Cc1cc(/C=C2\C(=O)NC(=O)N(c3ccc(Br)cc3)C2=O)c(C)n1C
  0.3	11

# High-throughput results as filed in PubChem.
